From PubChem BioAssay
CRFR2-BP ag = agonists of CRF-BP/CRF-R2 complex, primary screen, cell-based, HEK293, calcium dye fluorescence, uHTS. CRF-binding protein / CRF receptor 2 complex (human). calcium dye fluorescence (FLIPR); percent of saturating CRF peptide response. activation, % at 13.2 µM. 350,000 compounds, 0.46% hits. AID 588473, 2011;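 active = activation of at least 50%, plus an integration ratio under a set limit after plate pattern correction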;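 also: plate controls were neutral control wells without compound for no effect and CRF at EC100 for full effect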
CHRM4 agonist = human M4 muscarinic receptor agonists, primary screen, CHO-K1 cells, Fluo-8 calcium fluorescence; activation, % at 3 µM; CHO-K1 hM4/Gqi5; vehicle 0%, full acetylcholine response 100%; AID 624127, 2012; 360,000 compounds, 0.14% hits;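 active = activation above the run mean over all test wells plus 3 SD, cut at about 32% in these data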;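 also: peak over basal fluorescence ratio per well then scaled between controls; 0% = DMSO wells and 100% = acetylcholine at EC100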
Target sequence (P08173 whole entry, looked up): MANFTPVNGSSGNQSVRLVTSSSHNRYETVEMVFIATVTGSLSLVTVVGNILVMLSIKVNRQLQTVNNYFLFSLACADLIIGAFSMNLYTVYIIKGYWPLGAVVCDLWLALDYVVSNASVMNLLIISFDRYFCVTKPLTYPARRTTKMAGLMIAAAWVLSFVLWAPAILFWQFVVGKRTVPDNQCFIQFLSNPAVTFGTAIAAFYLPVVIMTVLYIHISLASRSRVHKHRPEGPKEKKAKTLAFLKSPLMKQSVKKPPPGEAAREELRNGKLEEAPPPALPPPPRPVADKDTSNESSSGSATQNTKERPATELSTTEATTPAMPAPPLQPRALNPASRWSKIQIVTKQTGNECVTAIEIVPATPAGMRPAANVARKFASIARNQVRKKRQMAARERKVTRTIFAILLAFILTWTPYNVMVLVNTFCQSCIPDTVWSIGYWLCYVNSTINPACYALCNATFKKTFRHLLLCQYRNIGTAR
CHRM5 agonist = human M5 muscarinic receptor agonists, primary screen, CHO-K1 cells, Fluo-8 calcium fluorescence | CHO-K1 hM5 cells; 0% DMSO wells, 100% maximal acetylcholine response | activation, % at 3 µM | 360,000 compounds, 0.19% hits | AID 624037, 2012;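 active = activation above the run's mean over test compounds plus 3 SD, cut at about 23% in these data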;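 also: signal is peak over basal fluorescence ratio across the kinetic read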
Target sequence (P08912 whole entry, looked up): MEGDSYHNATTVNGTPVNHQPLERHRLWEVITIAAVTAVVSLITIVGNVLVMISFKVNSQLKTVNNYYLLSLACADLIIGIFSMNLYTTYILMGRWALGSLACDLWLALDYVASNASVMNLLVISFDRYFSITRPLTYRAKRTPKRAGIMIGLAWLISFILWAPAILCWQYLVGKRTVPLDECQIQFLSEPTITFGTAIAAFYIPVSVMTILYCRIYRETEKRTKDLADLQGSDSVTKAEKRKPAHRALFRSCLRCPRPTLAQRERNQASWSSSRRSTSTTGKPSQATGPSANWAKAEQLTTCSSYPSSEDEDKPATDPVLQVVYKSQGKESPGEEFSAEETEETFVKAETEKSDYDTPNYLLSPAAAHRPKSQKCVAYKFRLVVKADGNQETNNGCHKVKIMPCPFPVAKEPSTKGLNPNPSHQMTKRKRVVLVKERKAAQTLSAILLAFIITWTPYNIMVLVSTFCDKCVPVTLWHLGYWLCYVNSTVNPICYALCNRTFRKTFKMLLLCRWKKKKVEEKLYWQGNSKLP
CHRM4 antagonist = human M4 muscarinic receptor antagonists, primary screen, CHO cells, Fluo-8 calcium fluorescence. Muscarinic acetylcholine receptor M4 (Homo sapiens), P08173. CHO-hM4 cells, ACh EC80. AID 624125, 2012. inhibition, % at 3 µM. 360,000 compounds, 0.73% hits;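 active = inhibition above its plate's cutoff, the mean inhibition of sample wells plus 3 SD, cut at about 27% in these data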;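 also: 0% = acetylcholine EC80 with DMSO and 100% = DMSO without agonist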
M5 antag = human M5 muscarinic receptor antagonists, primary screen, CHO cells, Fluo-8 calcium fluorescence | inhibition, % at 3 µM | 360,000 compounds, 0.59% hits | CHO-hM5 cells, ACh EC80 | Muscarinic acetylcholine receptor M5 (Homo sapiens), P08912 | AID 624040, 2012;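 active = inhibition above a per-plate cutoff, the mean of that plate's test compounds plus 3 SD, cut at about 27% in these data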;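 also: 0% = acetylcholine EC80 with DMSO and 100% = DMSO without agonist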
CRFBP-R2 block = antagonists of CRF-BP/CRF-R2 complex, primary screen, cell-based, HEK293, calcium dye fluorescence, uHTS; 350,000 compounds, 0.59% hits; CRF-induced calcium fluorescence; inhibition, % at 11.8 µM;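 active = inhibition of the ligand-induced calcium signal above about 50% at the single tested concentration, limit read from the data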
IDE inh = human IDE inhibitors in live cells, primary screen, fluorescence polarization, HEK cells, FAbetaB substrate; 320,000 compounds, 0.41% hits; FAbetaB cleavage; inhibition, % at 5.59 µM;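 active = percent inhibition above the average of all tested compounds plus 3 SD, set per screening campaign, cut at about 16% in these data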;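 also: IDE supplied by intact live HEK cells; FP after avidin binding of uncleaved biotin substrate so inhibition keeps polarization high; 0% = DMSO wells and 100% = 60 µM reference IDE inhibitor Ii1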
M4 PAM = human M4 muscarinic receptor positive allosteric modulators, primary screen, CHO-K1 cells, Fluo-8 calcium fluorescence. activation, % at 3 µM. Muscarinic acetylcholine receptor M4 (Homo sapiens), P08173. CHO-K1 hM4/Gqi5, ACh EC20; 0% = ACh EC20, 100% = maximal ACh. 360,000 compounds, 0.4% hits;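 active = activation above its plate's cutoff, the mean activation of sample wells plus 3 SD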; also: some results filed as inactive read as strong as hits
CHRM5 PAM = human M5 muscarinic receptor positive allosteric modulators, primary screen, CHO-K1 cells, Fluo-8 calcium fluorescence. 360,000 compounds, 0.3% hits. Muscarinic acetylcholine receptor M5 (Homo sapiens), P08912. activation, % at 3 µM. CHO-K1 hM5, ACh EC20 PAM; 0% = ACh EC20, 100% = ACh EC100;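 active = activation above the run cutoff, the mean activation of all test compounds plus 3 SD, cut at about 18% in these data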
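system = human M5 receptor in CHO-K1 cells | compound = one concentration, 3 µM final (nominal) | schedule = Post-acetylcholine fluorescence recording 140 s | signal = Fluo-8 calcium dye fluorescence, kinetic read | benchmarks = low control EC20 acetylcholine (0%), high control EC100 acetylcholine (100%) | repeats = singlicate, one well per test compound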
* = called active by the depositor; · = not tested or not shown. This is a random part of the collection (roughly 2.9% active in at least one column).

smiles	CHRM5 agonist	CRFR2-BP ag	M4 PAM	CRFBP-R2 block	IDE inh	CHRM4 antagonist	CHRM5 PAM	CHRM4 agonist	M5 antag
Cc1ccc(NC(=O)C2C(=O)N(CCO)C3(C)CC2c2ccccc2O3)cc1 (configuration not stated)	1	-2.3	-4	4	0	10	-6	0	0
COc1cc(CNC(=O)c2cccc(COc3ccc(Cl)cc3)c2)cc(OC)c1	0	15	-8	20	-3	1	-6	3	0
C[C@@H](CN=[N+]=[N-])CN1CC[C@H](C(C)(C)C)CCC1=O	-2	-0.9	-1	-18	1	2	-6	1	12
Cc1ccc(N2C(=O)N(CC(=O)Nc3cc(F)ccc3C)C(=O)C2C)cc1 (configuration not stated)	6	-1.5	11	8	-4	-7	1	4	6
COc1ccc(S(=O)(=O)N(CC(=O)NCc2ccncc2)c2cc(C)cc(C)c2)cc1OC	2	-1.4	-6	4	2	4	-2	9	2
Cc1ccc2nc(N(CCCN(C)C)C(=O)c3ccc(S(=O)(=O)N(C)C)cc3)sc2c1	-1	0.3	7	3	11	-3	0	1	-2
Cc1cc(Cl)ccc1OCC(=O)Nc1nc(-c2cccs2)cs1	-7	0.5	-4	-12	0	3	-7	0	20
C=CC[C@H](CC(=O)N[C@H](CO)Cc1ccccc1)C(=O)N[C@H](COC(=O)[C@@H](CC=C)CC(=O)OC(C)(C)C)Cc1c[nH]c2ccccc12	-1	4.8	-2	-4	1	0	-9	3	12
CCC(C)(C)NC(=O)C(c1ccc(OC)cc1)N(C(=O)CCC(=O)Nc1cc(C)on1)c1ccccc1OC (configuration not stated)	1	-4.2	4	5	-7	-7	3	0	6
Cc1cccc(NC(=O)c2ncn3c2C(=O)N[C@H](C)C3)c1	-1	·	18	·	·	-11	-1	1	5
CCc1ccc(C(=O)C(C)OC(=O)c2nn(C)c(=O)c3ccccc23)cc1 (configuration not stated)	1	-0.8	-9	20	2	7	-26	11	17
N=c1oc2ccc(Cl)cc2cc1C(=O)Nc1ccc(F)cc1	-3	-1.3	3	4	5	0	4	1	5
CC(C)N(C(=O)c1ccc2nc(-c3ccccc3)c(-c3ccccc3)nc2c1)C(C)C	-7	-0.2	-7	-35	1	-1	-6	1	-5
COc1ccc(-c2cc(C(=O)N/N=C/c3sccc3C)c3ccccc3n2)c(OC)c1	-2	2.3	-6	1	-4	0	-3	3	0
O=C(Nc1ccccc1O)N1c2ccccc2Sc2ccccc21	0	4.8	0	-54	-1	-3	5	1	-3
CC(C(=O)NC(C)(C)C)N(C(=O)CS(=O)CC(=O)Nc1ccc(F)cc1)c1ccccc1F (configuration not stated)	-1	1.9	-4	2	2	2	7	0	0
O=C(O)c1ccccc1NCc1ccco1	-1	2.1	-8	9	1	11	-8	1	13
C[C@H]1CN([C@@H](C)CO)C(=O)CCCn2nncc2CO[C@@H]1CN(C)Cc1ccc2c(c1)OCCO2	0	2.9	-2	-7	·	-2	6	0	-1
COc1ccc(CCn2c(N3CCOCC3)nc3c2c(=O)[nH]c(=O)n3C)cc1	-3	1.3	-1	11	0	6	-1	0	1
CCOC(=O)CC(NC(=O)Cn1nnc(-c2ccccc2Cl)n1)c1ccc(OC)cc1 (configuration not stated)	13	13	1	-63	4	4	4	10	4
Cc1cc(C)cc(C(=O)NC(CC(N)=O)c2ccc(N3CCCCCC3)c([N+](=O)[O-])c2)c1 (configuration not stated)	1	-2.9	13	6	5	-10	3	0	8
COc1ccc(-c2cnnc(N/N=C/c3c(C)nn(-c4ccccc4)c3Cl)n2)cc1	0	0.7	7	-46	-5	0	-2	1	-9
Cc1oc2ncnc(N)c2c1C	1	-1.8	11	-2	-5	-6	4	0	-2
O=C1NC[C@@H](CCCCN2C[C@H](Cc3ccccc3)N(CCc3ccccc3)C(=O)C2=O)N(CCc2ccccc2)C1=O	-6	·	15	·	·	-16	-1	0	-2
Cc1ccc(SCCNC(=O)/C=C/c2ccc(Cl)cc2)cc1	0	-0.7	-3	-9	7	0	2	1	1
O=c1[nH]cc(CN2CCOCC2)c(=O)[nH]1	0	-0.8	2	-9	·	-2	-2	0	18
CN1CCN(S(=O)(=O)c2ccc(NC(=O)C3CCCCC3)cc2)CC1	0	-0.9	4	-16	4	-12	-4	1	4
CN(Cc1ccccc1)C(=O)c1cccc(NC(=O)Cc2ccc(NC(=O)C3CCCN(C(=O)C4CCCC4)C3)cc2)c1 (configuration not stated)	-3	1.9	-3	1	·	2	-4	0	0
NNc1ccc(Cl)c(C(=O)O)c1	4	0.4	11	-5	-6	1	1	0	-2
O=S1(=O)CC(N2CCCCC2)CN1C1CCCCC1 (configuration not stated)	2	·	8	·	·	-10	-5	2	12
CC1CCN(S(=O)(=O)c2ccc(S(=O)(=O)NCc3cccnc3)cc2)CC1	0	-2.8	-5	-4	-4	2	3	2	1
COc1cccc2cc(C(=O)N3CCc4ccccc4C3)c(=O)oc12	-2	-1.9	-1	-3	2	-1	-5	3	-2
CCN1c2ccc(S(=O)(=O)N3CCOCC3)cc2N(Cc2ccc(OC)cc2)C1C (configuration not stated)	-4	-1.3	3	13	2	-2	-1	1	-12
COc1cccc(NC(=O)COC(=O)CCCc2c[nH]c3ccccc23)c1	1	-2.2	-7	-37	4	9	-9	9	-1
CCOC(=O)C1CCCN(C(=O)C(C)Oc2ccc(Cl)cc2Cl)C1 (configuration not stated)	5	3.1	7	-13	2	9	-3	2	-7
O=C(COC(=O)c1cnc(Cl)c(Cl)c1)Nc1cccc(S(=O)(=O)N2CCOCC2)c1	10	-0.3	-3	-40	12	-6	-9	16	9
O=C(CCCSc1nnnn1-c1cccc2ccccc12)c1ccc(F)cc1	-4	12	-5	1	1	6	-15	2	5
O=C(NC(Nc1ncc(S(=O)(=O)c2ccc([N+](=O)[O-])cc2)s1)(C(F)(F)F)C(F)(F)F)c1ccc(Cl)cc1	5	34	-12	62*	-3	-4	-20	10	15
COc1ccccc1NC(=S)N(CCCN(C)C)Cc1cc2cc3c(cc2[nH]c1=O)OCO3	-3	0.6	2	-15	-2	5	8	0	-3
COc1ccccc1N1CCN(C2CCCN(C(=O)c3cccc(-c4ccco4)c3)C2)CC1 (configuration not stated)	-6	-2.4	0	12	-2	-3	7	8	-11
Cc1ccccc1C(=O)c1cccn1CC(=O)O	0	0.1	11	-4	0	12	2	0	-2
CCc1ccc(/C(C)=N/NC(=O)c2c[nH]c3ccccc23)s1	-4	-4.0	1	-1	1	-2	-8	1	19
Cc1c(C)c(C)c(C(=O)C2CCN(c3ccc([N+](=O)[O-])cn3)CC2)c(C)c1C	0	-0.6	-15	-10	5	-6	5	1	-5
CCOC(=O)c1sc2nccc(N(C)C)c2c1N=CNOCc1c(F)cccc1Cl	-8	3.0	10	12	-1	2	-4	0	3
COc1ccccc1Cn1c(=S)[nH]c2cc(C(=O)N3CC(C)CC(C)C3)ccc2c1=O (configuration not stated)	2	0.2	10	4	·	-12	-3	0	8
CC(OC(=O)CNC(=O)c1ccc(Cl)cc1)C(=O)NC1CCCCC1C (configuration not stated)	2	-2.5	-1	-5	0	-1	-2	2	8
NC(=O)c1ncn([C@@H]2O[C@H](CNC(=O)[C@@H](N)Cc3cccnc3)[C@@H](O)[C@H]2O)n1	1	-0.2	-4	-7	·	6	2	0	-4
Cc1cnn(Cc2cccnc2)c1N	1	2.6	10	-4	-5	-5	14	1	-3
O=C(Nc1nnc([C@@H]2C[C@H](O)[C@@H](CO)O2)s1)c1c(F)cccc1F	0	·	2	·	·	4	4	2	-2
CCC1CCCCN1CCCNC(=O)c1ccc(CS(=O)(=O)c2ccccc2OC)o1 (configuration not stated)	-7	-0.8	-1	-14	-2	-4	-4	1	8
CCCCCc1nnc(NC(=O)C2CCCO2)s1 (configuration not stated)	-3	0.0	6	-16	1	9	2	1	-1
COC(=O)Cc1cc(=O)n2[nH]c(C)nc2n1	-1	1.2	0	-5	7	1	-10	0	13
Oc1ccccc1CNc1nc2ccccc2n1CCN1CCCCC1	-2	0.9	2	-23	3	-6	-2	3	-4
O=C(NCc1ccc(Cl)cc1)[C@@H]1CCCN1S(=O)(=O)c1ccc(Cl)cc1	-1	-2.5	-4	-3	0	-4	-14	3	10
CCC(C)(C)C1CCc2[nH]nc(C(=O)NCc3ccccn3)c2C1 (configuration not stated)	-2	-2.0	13	2	-2	3	0	3	6
CCC(=O)N1CCC(c2ccc(OC)cc2)=N1	0	0.0	-2	22	0	4	7	1	-13

(more compounds)
smiles	CHRM5 agonist	CRFR2-BP ag	M4 PAM	CRFBP-R2 block	IDE inh	CHRM4 antagonist	CHRM5 PAM	CHRM4 agonist	M5 antag
CN(Cc1ccccc1)C(=O)c1ccc(NC(=O)Cc2ccc(NC(=O)C3CCN(C(=O)C4CCCC4)CC3)cc2)cc1	0	3.0	-5	46	·	8	-2	0	8
CN1C(=O)N(C)C(NC(=O)Nc2ccccc2)C1NC(=O)Nc1ccccc1 (configuration not stated)	0	1.2	2	-13	-3	1	2	1	-4
O=C(CCl)N(c1ccccc1)C1CCS(=O)(=O)C1 (configuration not stated)	-2	0.2	-9	1	-1	11	-2	0	5
O=C(C1CCC(Cn2c(=S)[nH]c3ccccc3c2=O)CC1)N1CCOCC1 (configuration not stated)	3	-0.3	1	-2	3	7	-3	2	6
COc1cc([N+](=O)[O-])cc2cc(C(=O)NC(C)(C)C)c(=O)oc12	-3	1.7	0	-1	4	3	4	0	2
Cc1ccc(NC(=O)CN2C(=O)NC(C)(C)C2=O)cc1S(=O)(=O)N1CCCCCC1	3	0.2	-2	-7	·	2	3	0	3
CC1CCc2c(sc(NC(=O)c3ccc(-c4ccccc4[N+](=O)[O-])o3)c2C#N)C1 (configuration not stated)	-1	-0.4	-4	-9	6	4	-7	0	14
CCc1nc2ccc(Cc3ccc4nc(CC)[nH]c4c3)cc2[nH]1	-2	1.8	11	-2	-3	-3	0	-1	5
COC(=O)C(Cc1ccccc1)N1CCS(=O)(=O)CC1 (configuration not stated)	4	3.0	-2	1	0	-4	12	0	0
CC1(c2ccccc2Cl)NC(=O)N(CC(=O)Nc2ccc(N3CCCCC3)cc2)C1=O (configuration not stated)	3	-3.7	0	-1	2	-11	2	2	1
COC(=O)c1ccc(COc2ccccc2/C=N/NS(=O)(=O)c2ccccc2)cc1	-4	-0.7	-5	25	2	5	-6	-2	4
